Source: PubChem BioAssay
MmCpn inh: Inhibitors of TCP-1 ring complex (TRiC) of Methanococcus maripaludis (MmCpn): qHTS | Chaperonin Mm-Cpn (Methanococcus maripaludis) | purified Mm-Cpn ATPase, ADP Transcreener TR-FRET | Potency, µM (highest dose often 76.9 µM), inactives show at the top dose activity, negative = inhibition, hits mostly inhibitors | 330,000 compounds, 0.031% hits | AID 504842, 2011; further: potency means the concentration at half of the fitted maximal effect; on the % scale 0 is the no-effect control and ±100 the full control effect; nearly all actives have a fitted effect of over 80% in size
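ATP (10 uM final) was added to archaeal chaperonin (25 nM final) after 10 min exposure to test compound at 37°C; after 30 min further incubation, ADP was detected by competitive TR-FRET.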
WRN inhibitor: qHTS for Inhibitors of WRN Helicase | Bifunctional 3'-5' exonuclease/ATP-dependent helicase WRN (Homo sapiens), Q14191 | WRN helicase unwinding, fluorescent forked duplex, kinetic | Potency, µM (highest dose often 114 µM), for the others: at the top dose activity change, negative = inhibition, hits mostly inhibitors | 360,000 compounds, 0.46% hits | AID 651768, 2012; further: potency means the concentration at half of the fitted maximal effect; on the % scale 0 is the no-effect control and ±100 the full control effect; nearly all actives have a fitted effect of over 55% in size
Target sequence (Q14191 whole entry, looked up): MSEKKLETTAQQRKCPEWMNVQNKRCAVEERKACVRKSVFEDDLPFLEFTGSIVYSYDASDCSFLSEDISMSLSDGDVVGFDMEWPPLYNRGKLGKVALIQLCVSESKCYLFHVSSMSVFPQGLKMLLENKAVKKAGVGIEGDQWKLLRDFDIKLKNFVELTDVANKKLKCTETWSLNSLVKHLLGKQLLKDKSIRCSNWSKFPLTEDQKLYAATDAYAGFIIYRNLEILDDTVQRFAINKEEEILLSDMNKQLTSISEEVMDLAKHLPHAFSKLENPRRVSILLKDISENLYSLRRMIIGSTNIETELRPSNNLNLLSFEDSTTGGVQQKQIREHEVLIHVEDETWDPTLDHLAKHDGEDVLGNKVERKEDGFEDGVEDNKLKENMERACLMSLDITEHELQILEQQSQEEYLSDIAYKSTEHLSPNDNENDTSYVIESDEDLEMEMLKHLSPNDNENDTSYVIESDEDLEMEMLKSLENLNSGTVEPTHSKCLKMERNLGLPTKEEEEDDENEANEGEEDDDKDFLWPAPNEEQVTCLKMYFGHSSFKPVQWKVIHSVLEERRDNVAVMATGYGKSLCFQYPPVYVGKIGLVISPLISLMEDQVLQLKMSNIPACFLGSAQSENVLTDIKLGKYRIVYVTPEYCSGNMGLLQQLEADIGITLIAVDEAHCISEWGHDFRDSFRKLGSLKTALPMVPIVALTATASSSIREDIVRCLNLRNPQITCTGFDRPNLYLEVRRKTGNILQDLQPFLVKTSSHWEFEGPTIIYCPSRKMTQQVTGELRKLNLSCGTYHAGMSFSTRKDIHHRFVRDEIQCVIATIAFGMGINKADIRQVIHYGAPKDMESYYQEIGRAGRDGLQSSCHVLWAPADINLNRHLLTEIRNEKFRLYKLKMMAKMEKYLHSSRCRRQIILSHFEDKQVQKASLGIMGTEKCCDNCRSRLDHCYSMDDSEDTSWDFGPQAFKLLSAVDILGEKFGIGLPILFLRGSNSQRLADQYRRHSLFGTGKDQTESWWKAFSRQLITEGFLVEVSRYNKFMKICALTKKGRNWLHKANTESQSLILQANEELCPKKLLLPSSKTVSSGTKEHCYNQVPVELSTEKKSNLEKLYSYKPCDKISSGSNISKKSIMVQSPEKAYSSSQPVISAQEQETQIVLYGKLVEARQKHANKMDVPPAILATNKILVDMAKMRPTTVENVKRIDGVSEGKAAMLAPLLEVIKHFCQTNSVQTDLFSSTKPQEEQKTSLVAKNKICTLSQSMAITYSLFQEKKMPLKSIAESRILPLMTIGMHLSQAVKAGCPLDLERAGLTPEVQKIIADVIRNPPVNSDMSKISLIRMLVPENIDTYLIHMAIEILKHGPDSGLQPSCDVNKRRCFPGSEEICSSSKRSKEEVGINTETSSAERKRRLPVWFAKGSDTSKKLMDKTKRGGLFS
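Enzyme (20 nM final) and test compound sit together 15 min at room temperature before substrate addition. Substrate is a single-forked duplex oligonucleotide (100 nM) labelled with fluorophore and quencher, with 2 mM ATP; helicase unwinding raises red fluorescence, read kinetically.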
CCT modulator: High-Throughput Screening for Modulators of Cytosolic Chaperonin Activity | purified chaperonin ATPase assay, HTRF ADP detection, 30 min | activity change, % (concentration not given with the values), hits read low | 360,000 compounds, 0.3% hits; in the data active means activity change below about -30%; further: on the % scale 0 is the no-effect control and ±100 the full control effect
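Nucleotide hydrolysis assay: TRiC at 20–40 nM final (set by batch activity) with 10 uM ATP, 30 min at 37 °C, in presence of 76 uM compound. Detection by competitive ADP HTRF, 30 min ambient.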
EPAC1 antag: qHTS for Antagonist of cAMP-regulated guanine nucleotide exchange factor 3 (EPAC1): primary screen | Rap guanine nucleotide exchange factor 3 (Homo sapiens), O95398 | EPAC1 GEF assay, Rap1b-BODIPY-GDP exchange fluorescence | Potency, µM (top dose mostly 115 µM), for inactives: at the highest dose activity change, negative = inhibition, most hits filed as inhibitors | 360,000 compounds, 0.14% hits | AID 720709, 2013;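 further: potency means the concentration at half of the fitted maximal effect; plate controls were vehicle for no effect and positive control for full effect; nearly all actives have a fitted effect of over 50% in size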
PLK1 PBD block: qHTS for Inhibitors of PLK1-PDB (polo-like kinase 1 - polo-box domain): Primary Screen. Serine/threonine-protein kinase PLK1 (Homo sapiens), P53350. Plk1 PBD binding of FITC phosphopeptide, fluorescence polarization. Potency, µM, for the others: max response, negative = inhibition, actives largely listed as inhibitors. 360,000 compounds, 2.8% hits; further: potency means the concentration at half of the fitted maximal effect; series mostly up to about 57 µM; on the % scale 0 is the no-effect control and ±100 the full control effect; nearly all actives have a fitted effect of over 65% in size
EPAC1 ag: qHTS for Agonist of cAMP-regulated guanine nucleotide exchange factor 3 (EPAC1): primary screen; Potency, µM (doses to about 154 µM), for the others: at the highest dose activation, most hits filed as activators; Rap guanine nucleotide exchange factor 3 (Homo sapiens), O95398; AID 720707, 2013; EPAC1 agonist qHTS, biochemical assay; response scale: 100% = response to 6.5 mM cAMP; 360,000 compounds, 0.073% hits; further: potency means the concentration at half of the fitted maximal effect; nearly all actives have a fitted effect of over 60% in size
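EPAC1 100 nM, Rap1B–BODIPY-GDP 250 nM, unlabeled GDP 50 uM; compound titration; 5 min RT; kinetic read ex480/em540 at 5-min intervals ×30 min; data normalized to 6.5 mM cAMP agonist control.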
EPAC2 antagonist: qHTS for Antagonist of cAMP-regulated guanine nucleotide exchange factor 2 (EPAC2): primary screen; EPAC2 GEF exchange of Rap1B-BODIPY-GDP, fluorescence; 360,000 compounds, 0.18% hits; Potency, µM (top dose mostly 114 µM), for inactives: top-dose activity, negative = inhibition, actives largely listed as inhibitors; Rap guanine nucleotide exchange factor 4 (Homo sapiens), Q8WZA2; further: potency means the concentration at half of the fitted maximal effect; on the % scale 0 is the no-effect control and ±100 the full control effect; nearly all actives have a fitted effect of over 45% in size; many of its hits are not listed in these tables
PI5P4K alpha inh: qHTS for Inhibitors of phosphatidylinositol 5-phosphate 4-kinase (PI5P4K) | Phosphatidylinositol 5-phosphate 4-kinase type-2 alpha (Homo sapiens), P48426 | PI5P4Kalpha enzyme, ADP-Glo luminescence, 60 min; hits give low values | max response, % | 330,000 compounds, 1.2% hits | AID 652105, 2013; active means max response of -50% or lower; inconclusive means between -30% and -50%; inactive means -30% or higher; further: value at the top dose of about 77 µM; on the % scale 0 is the no-effect control and ±100 the full control effect
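Reactions run in 0.038 M HEPES pH 7.4, 0.28 mM EGTA, 0.1% CHAPS and 5% DMSO, with PI5P4Kalpha, substrate, compound and 5 microM ATP final, one hour at room temperature. Readout is ADP-Glo luminescence.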
Active calls of the source: *; ? = inconclusive; / = not tested or not shown; & = joins results of further samples; [ ] = another dose, or the depositor's remark. Unless noted, the call rests on the fitted dose curve; in most records, active means well fitted curve in the direction sought with a large enough effect; inconclusive means small, poorly fitted or top-dose-only effect, or another doubt; inactive means no such curve, though single readings can be large; an effect the other way counts as inactive or inconclusive.

SMILES	MmCpn inh	WRN inhibitor	CCT modulator	EPAC1 antag	PLK1 PBD block	EPAC1 ag	EPAC2 antagonist	PI5P4K alpha inh
Cc1ccc(S(=O)(=O)Cc2cn3cccnc3n2)cc1	-4%	-20%	-0.7	-11%	-5%	4%	0%	2
Cc1[nH]n(-c2cccc(Cl)c2)c(=O)c1C=NCC(C)C	-8%	-8%	1.7	0%	0%	-1%	-17%	8
Cc1oc(C(C)(C)C)c(CN2CCOCC2)c1C(=O)O	-6%	-28%	-0.5	3%	-9%	10%	11%	1
O=C(CCCN1CCOC(c2ccccc2)C1)c1ccc(F)cc1 (stereo not given)	2%	3%	-1.5	0%	-10%	12%	3%	3
CCC(=O)NC(=S)Nc1ccc(NC(=O)CC)cc1	2%	-20%	-3.1	-16%	-22%	-4%	-13%	1
CC(C(=O)Nc1nc2ccccc2[nH]1)N1C(=O)C2CC=CCC2C1=O (stereo not given)	0%	-9%	-1.6	4%	-5%	3%	-2%	1
CC(=O)N1CCc2cc(S(=O)(=O)CCC(=O)N3CCc4ccccc4C3)ccc21	2%	-2%	-6.5	-1%	-7%	2%	0%	1
CN(C(=O)c1ccc(COc2ccccc2Cl)o1)c1ccccc1	0%	-12%	2.7	?	-7%	-3%	?	6
CCOC(=O)c1c(C)[nH]c(C)c1C(=O)CSc1nncs1	1%	3%[57.1 µM]	1.2	8%	-21%	-8%	10%	-3
CC(C)CC1C(=O)N(Cc2cn(CC3CCCCC3)nn2)CCS(=O)(=O)N1Cc1ccc(-c2ccc(Cl)cc2)cc1 (stereo not given)	/	2%	-2.9	-14%	-17%	-17%	-2%	5
Cc1ccc(NS(=O)(=O)c2c(C(=O)N3CCCC3)c(C)n(C)c2C)cc1	1%	2%	-0.8	?	-5%	9%	5%	2
Cc1noc(C)c1C(=O)NCCc1c(C)[nH]c2ccccc12	3%	2%	-1.5	-23%	10%	-3%	-3%	-1
CCCC(=O)Nc1cc(C)c(NC(=O)c2ccco2)cn1	2%	-2%	-0.6	-1%	-22%	-6%	4%	-11
C=CCNC(=O)/C(=C/c1ccc(Br)cc1)NC(=O)c1ccccc1OC	1%	2%[57.1 µM]	-1.2	?	?	-1%	3%	9
COc1cc(OC)nc(NC(=O)CN2CCN(c3ccc(F)cc3)CC2)n1	-5%	-4%	-0.8	0%	0%	5%	4%	/
Cc1c(C)n2c(SCC(=O)N3CCOCC3)nnc2[nH]c1=O	-2%	-5%	-0.5	6%	1%	0%	19%	3
CC1(C(=O)NS(=O)(=O)c2cccc(Cl)c2)CCN1C(=O)C1(c2ccc(Cl)cc2)CCC1 (stereo not given)	/	3%	0.7	?	-16%	-7%	?	1
COc1ccc2c(c1)c1nnc(SCC(=O)N3CCCCC3C)nc1n2C (stereo not given)	0%	-7%	0.6	14%	-1%	5%	8%	-4
COc1ccc2c(c1)c([C@@H]1[C@H](C)[C@H]3CCCC[C@H]3CN1S(=O)(=O)c1ccc(C)cc1)cn2C	-1%	-3%	1.5	-2%	-3%	-14%	12%	9
N#CCSc1nnc(-c2ccccc2O)n1CCc1ccccc1	-5%	9%	-4.1	14%	-7%	6%	11%	0
C/C(CC(=O)Nc1ccc(Cl)cc1)=N\NC(=O)C(=O)NCCO	1%	-3%	-5.7	-21%	-19%	-3%	0%	-8
O=C1CC(/C=C/c2ccco2)=Nc2ccccc2N1	-1%	-19%	0.5	-12%	-22%	4%	8%	-73*
Cc1cccc(C(=O)NC(=S)N2CCN(c3ccc([N+](=O)[O-])cc3)CC2)c1	0%	4%	-1.1	-4%	-11%	15%	-1%	5
CCOC(=O)n1cnc2nc(N)nc(SC)c21	/	-2%	-0.3	-24%	-9%	4%	-2%	-3
Oc1ccc(NCc2cccs2)cc1	-1%	-27%	0.0	56µM*	-24%	12%	5%	1

Next part.
SMILES	MmCpn inh	WRN inhibitor	CCT modulator	EPAC1 antag	PLK1 PBD block	EPAC1 ag	EPAC2 antagonist	PI5P4K alpha inh
CCOCCCNC(=O)/C(C#N)=C/c1ccc(C)o1	-1%	-3%	1.4	32%[activator]	-5%	-10%	9%	-2
N#C/C(=C\C1CC2C=CC1C2)c1nc2ccccc2[nH]1 (stereo not given)	-1%	-10%	-4.6	-6%	-7%	4%	5%	-19
CCCOc1ccc(F)cc1-c1cc(C(=O)Nc2ccc(F)c(Cl)c2)[nH]n1	/	-5%	0.4	-20%	1%	-8%	2%	-5
CCOc1ccccc1C(=O)NCCNC(=O)c1ccccc1OCC	/	-18%	0.1	12%	2%	-2%	12%	1
CCN(CC(=O)NC(C)(C)C)C(=O)CN1c2cccc3cccc(c23)S1(=O)=O	-1%	-2%[57.1 µM]	-2.5	6%	-3%	-4%	8%	-9
CC(C)(C)NC(=O)CSc1nc(N)c(-c2ccccc2)c(=O)[nH]1	2%	6%	0.2	1%	-13%	11%	9%	1
CCOC(=O)N1CCN(C(=O)CSc2nc3c(cnn3-c3ccccc3)c(=O)[nH]2)CC1	0%	-1%	-2.7	12%	-9%	10%	-3%	3
Cc1ccc(S(=O)(=O)N2CCC(=O)N(C(COCc3ccc(C(F)(F)F)cc3)Cc3ccccc3)CC2)cc1 (stereo not given)	-3%	-13%	-0.7	-23%	-4%	-8%	-14%	6
CCCCN(C(=O)CSc1nnnn1C)c1c(N)n(Cc2ccccc2)c(=O)[nH]c1=O	0%	-3%	1.1	-13%	6%	-1%	-9%	9
O=P(O)(O)c1ccccc1OCCOCCOc1ccccc1P(=O)(O)O	-2%	-5%	-1.3	-18%	0%	4%	-11%	/
O=C(N1CCOCC1)C12CC3CC(C1)CC(n1cnc(Cl)n1)(C3)C2	2%	-35%[57.1 µM]	-3.1	11%	-15%	8%	-11%	5
Cc1ccc(C(=O)Nc2ccnc(-c3cccnc3)n2)cc1	-1%	11%	-0.7	0%	-11%	-2%	-5%	0
COc1ccc(C(=O)COC(=O)C(C)N2C(=O)C3C4CCC(C4)C3C2=O)cc1 (stereo not given)	2%	-7%	-3.0	6%	-8%	2%	2%	0
CN(C)S(=O)(=O)c1cccc(NC(=O)Cc2ccc(-c3ccccc3)cc2)c1	2%	-12%	0.1	-2%	6%	14%	-8%	-2
CCCCc1cc(=O)oc2cc(OS(C)(=O)=O)ccc12	-1%	-5%	-0.1	-1%	1%	-3%	16%	-2
Cc1cccc(NC(=O)CCOc2ccccc2)c1	1%	0%	-24	4%	-4%	-8%	6%	-6
COC(=O)c1cc(NC(=O)c2cc3ccccc3o2)cc(C(=O)OC)c1	0%	5%	0.7	7%	7%	-2%	-19%	-5
O=C(NN1C(=O)NC2(CCCCC2)C1=O)c1ccc(Cl)c(Cl)c1	0%	-5%	0.9	?	1%	0%	-3%	-1
CCC(C)N(C(=O)CSc1nnc(COc2ccccc2F)n1N)C1CCS(=O)(=O)C1 (stereo not given)	-3%	5%	-1.6	10%	1%	0%	12%	0
CC(=O)N1CCCc2cc(S(=O)(=O)N3CCCC(C(=O)NCc4ccccc4Cl)C3)ccc21 (stereo not given)	3%	2%	-0.7	-20%	-4%	9%	-6%	-2
CCOC(=O)c1c(C)n(-c2ccc(C)cc2)c2ccc(OCC(O)CNCC3CCCO3)cc12 (stereo not given)	0%	-1%	-0.8	-2%	-4%	-3%	-12%	-3
O=C(OCc1ccccc1)N1C[C@H](O)[C@H](O)C[C@@H]1c1c(Cl)cccc1Br	/	-1%	-2.5	4%	-4%	-9%	10%	0
CCCCCC(=O)N1CC2(CC(c3cccc(NC(=O)CC(c4ccccc4)c4ccccc4)c3)=NO2)C[C@@H]1C(N)=O (stereo not given in full)	1%	-3%	-5.1	-10%	8%	-13%	-7%	1
CCCNC(=O)c1ccc(N2CCC3(CC2)CC(c2cccc(Br)c2)=NO3)c(NC(=O)c2ccc(Br)cc2)c1	-8%	1%	-22	-10%	8%&-4%	2%	20%	0
COC(=O)C1=C(C)N(CCc2cc(OC)c(OC)c(OC)c2)C(=O)N[C@H]1c1ccccc1	/	4%	1.1	14%	5%	-22%	9%	0

(list continues)
SMILES	MmCpn inh	WRN inhibitor	CCT modulator	EPAC1 antag	PLK1 PBD block	EPAC1 ag	EPAC2 antagonist	PI5P4K alpha inh
c1ccc(CNc2nc(N3CCN(Cc4ccccc4)CC3)nc3ccccc23)cc1	4%	-1%	0.5	?	-11%	20%	-11%	1
CCOC(=O)C1=C(C)N(C)C(=S)NC1c1ccccc1Cl (stereo not given)	2%	-5%	-2.8	-17%	-3%	10%	-9%	-2
c1ccc(Cc2nn3c(-c4ccncc4)nnc3s2)cc1	3%	-2%	-5.6	3%	24µM*	8%	-2%	/
CCCS/C(N)=N/N=C/c1cc(C)ccc1O	0%	-9%	-0.4	-23%	0%	-2%	-10%	14
COc1ccc(CCNC(=O)CS(=O)(=O)c2cn(CC(=O)N3CCCC3)c3ccccc23)cc1OC	0%	-1%	-1.8	3%	-3%	-14%	0%	1
Cc1cccn2c(=O)c3cc(C#N)c(=NC(=O)c4ccncc4)n(CCCOC(C)C)c3nc12	?	-3%	-2.2	-6%	-17%	4%	-1%	-9
CSc1c[n+]2c(n1C)CCC2	0%	2%	1.8	12%	-4%	-9%	-8%	/
COc1ccc(C(=O)N(CC(=O)Nc2sc(C)c(C)c2C(N)=O)C2CCCC2)cc1	0%	1%	-4.9	-2%	-1%	2%	-2%	10

Three entries from above, sorted by SMILES length, largest number first.
SMILES	MmCpn inh	WRN inhibitor	CCT modulator	EPAC1 antag	PLK1 PBD block	EPAC1 ag	EPAC2 antagonist	PI5P4K alpha inh
COc1ccc(C(=O)N(CC(=O)Nc2sc(C)c(C)c2C(N)=O)C2CCCC2)cc1	0%	1%	-4.9	-2%	-1%	2%	-2%	10
c1ccc(Cc2nn3c(-c4ccncc4)nnc3s2)cc1	3%	-2%	-5.6	3%	24µM*	8%	-2%	/
CSc1c[n+]2c(n1C)CCC2	0%	2%	1.8	12%	-4%	-9%	-8%	/

This is a subset; the hit share may differ from the screen's.
